HCMV antiviral = human cytomegalovirus inhibition | HFF cells, HCMV-luciferase reporter, 72 h; hits give low values | activity change, negative = inhibition, % at 57.5 µM | actives 4.5% (n = 410,000) | AID 1259415; in the data active = activity change below about -60%; inconclusive = no clear call, values can overlap the other calls; inactive = above about -39%
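Screen run at 2 compound doses on HFFs infected with reporter HCMV, MOI 1 PFU/cell. Luciferase activity from cell lysates at 72 h post infection gave inhibition relative to buffer-only and Salinomycin wells.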
AmpC detergent = blocks E. coli AmpC beta-lactamase in detergent assay | Potency, µM (titrated, usually from 114 µM), for inactives: top-dose activity change, negative = inhibition, most hits filed as inhibitors | actives 0.041% (n = 370,000) | AmpC hydrolysis of nitrocefin, absorbance 480 nm, 0.01% Triton | P00811 | AID 485294;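 note: potency is the fitted concentration of half-maximal effect; 0% = no-compound wells and -100% = no-enzyme wells; nearly all actives have a fitted effect of over 25% in size; some results filed as inactive show a strong effect at the top dose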
Target sequence (P00811 whole entry, looked up): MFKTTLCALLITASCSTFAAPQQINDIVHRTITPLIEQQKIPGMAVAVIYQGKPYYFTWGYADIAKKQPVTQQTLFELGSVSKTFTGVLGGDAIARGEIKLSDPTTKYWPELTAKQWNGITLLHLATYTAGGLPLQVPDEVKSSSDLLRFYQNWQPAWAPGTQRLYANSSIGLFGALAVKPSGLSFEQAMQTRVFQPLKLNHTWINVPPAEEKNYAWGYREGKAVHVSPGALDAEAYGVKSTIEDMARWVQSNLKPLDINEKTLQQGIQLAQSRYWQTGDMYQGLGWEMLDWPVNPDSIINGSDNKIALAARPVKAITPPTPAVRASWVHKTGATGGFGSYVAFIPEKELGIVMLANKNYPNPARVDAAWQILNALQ
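20 mM phosphate pH 7.0 + 0.01% (detergent screen) or 0.0001% Triton X-100; 5.3 nM AmpC reagent; cpd preinc 15 min RT; nitrocefin (800 uM stock) to start; A480 q20 s × 4 min; Activity was normalised to no-enzyme and no-compound control wells.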
Giardia FBPA inh = blocks Giardia fructose-bisphosphate aldolase activity; A8B2U2; purified Giardia FBPA; Potency, µM (titrated, usually from 59.6 µM), without a hit: at the top dose activity, negative = inhibition, hits mostly inhibitors; actives 0.71% (n = 290,000); note: potency is the fitted concentration of half-maximal effect; nearly all actives have a fitted effect of over 55% in size
Target sequence (A8B2U2 whole entry, looked up): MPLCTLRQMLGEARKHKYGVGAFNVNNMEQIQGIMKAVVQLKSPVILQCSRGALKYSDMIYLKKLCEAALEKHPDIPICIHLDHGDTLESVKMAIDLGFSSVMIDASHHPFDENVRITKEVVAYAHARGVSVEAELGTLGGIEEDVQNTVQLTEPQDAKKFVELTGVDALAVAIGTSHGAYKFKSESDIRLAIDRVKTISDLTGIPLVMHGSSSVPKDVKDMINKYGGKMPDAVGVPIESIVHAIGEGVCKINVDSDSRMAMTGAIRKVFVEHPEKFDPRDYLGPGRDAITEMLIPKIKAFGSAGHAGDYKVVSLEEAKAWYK
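40 nM FBPA preincubated 10 min at RT with compound (up to 57.5 uM final), then substrate plus GAPDH/TPI/NAD/arsenate coupling and diaphorase/resazurin added. Fluorescence read after 20 min at RT, 525/598 nm.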
AMA1 RON2 block = AMA1-RON2 (P. falciparum) interaction inhibition | AlphaScreen AMA1-biotinylated RON2 peptide binding | Potency, µM (series often up to 58.2 µM), inactives show at the top dose activity change, negative = inhibition, hits mostly inhibitors | actives 0.2% (n = 360,000) | AID 720542;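 note: potency is the fitted concentration of half-maximal effect; 0% = vehicle wells and -100% = peptide control; nearly all actives have a fitted effect of over 45% in size; some results filed as inactive show a strong effect at the top dose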
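AMA1 (3D7) with his tag at 25 nM final met compounds first, then biotinylated RON2 peptide at 25 nM; detection used donor plus acceptor beads, 10 µg/mL apiece, read by AlphaScreen after 30 min at room temperature.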
Sm TGR block = inhibitors of Schistosoma mansoni thioredoxin glutathione reductase; Q962Y6; purified TGR, DTNB reduction, TNB absorbance 405 nm; Potency, µM (titrated, usually from 114 µM), for inactives: top-dose activity change, negative = inhibition, actives largely listed as inhibitors; actives 3% (n = 360,000); note: potency is the fitted concentration of half-maximal effect; nearly all actives have a fitted effect of over 60% in size
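Kinetic colorimetric format: TGR-catalysed, NADPH-driven DTNB reduction monitored via TNB absorbance. Enzyme dispensed at 20 nM; compound exposure 15 min at room temperature before reaction start.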
AmpC inh no detg = AmpC beta-lactamase inhibition without detergent; AmpC nitrocefin hydrolysis, absorbance 480 nm, 0.0001% Triton; AID 485341; P00811; actives 0.52% (n = 330,000); Potency, µM (top dose mostly 57.1 µM), for the others: at the top dose activity change, negative = inhibition, usual class: inhibitors;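 note: potency is the fitted concentration of half-maximal effect; plate controls were no compound for no effect and no enzyme for full effect; nearly all actives have a fitted effect of over 20% in size; some results filed as inactive show a strong effect at the top dose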
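20 mM phosphate pH 7.0 + 0.01% (detergent screen) or 0.0001% Triton X-100; 5.3 nM AmpC reagent; cpd preinc 15 min RT; nitrocefin (800 uM stock) to start; A480 q20 s × 4 min; Activity was normalised to no-enzyme and no-compound control wells.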
Active calls of the source: *; u = inconclusive; x = not tested or not shown; & = joins results of further samples; [ ] = another dose, or the depositor's remark. Unless noted, calls come from the whole dose curve; as a rule, active = well fitted curve in the direction sought with a large enough effect; inconclusive = small, poorly fitted or top-dose-only effect, or another doubt; inactive = no such curve, though single readings can be large; an effect the other way counts as inactive or inconclusive. Unless noted, % is set by controls: 0 for no effect and ±100 for the full control effect.

compound	HCMV antiviral	AmpC detergent	Giardia FBPA inh	AMA1 RON2 block	Sm TGR block	AmpC inh no detg
CCN(CC)C(=O)CN1CCN(c2ccccc2F)CC1	-6	-15%	-12%	-19%	9%	-3%
Cc1cc(Cl)ccc1NC(=O)c1cc(S(=O)(=O)N2CCOCC2)cn1C	u	3%	x	x	4%	x
CCc1nnc(NC(=O)C2COc3ccccc3O2)s1 (centres undefined)	88	1%	-3%	-1%	1%	-27%
Cc1cccn2c(=O)c3cc(C#N)c(=O)n(-c4nnc(SCc5ccc(Cl)cc5)s4)c3nc12	u	0%	x	x	2%	x
Cc1nnc(N2CCCC(C(=O)NCc3ccc(OC(C)C)cc3)C2)c2nn(-c3ccccc3)c(C)c12 (centres undefined)	-66*	-8%	x	-12%	-9%	186%[activator]
Cc1cc(C)c2nc(N3C(=O)C(O)=C(C(=O)c4ccco4)C3c3ccco3)sc2c1 (centres undefined)	17	-1%	-22%	-4%	u	-46%
Cn1c(-c2ccc(F)cc2)cnc1NCc1cccc([N+](=O)[O-])c1	-2	-11%	u	-27%	-1%	-20%
C=CCc1c(OC)ccc2c1c(S(=O)(=O)c1ccc(C)cc1)cn2COC	-27	1%	-15%	-13%	-3%	30%
Oc1ccccc1C=Nc1cccc2ccccc12	11	3%	7%	-15%	6%	-6%
CCOc1ccc2[nH]c(=O)c(CN(Cc3ccccc3)C(=O)N3CCCC3)cc2c1	5	1%	6%	-7%	-18%	-9%
Cc1ccc(CN2C(=O)c3ccccc3NC2c2cc(Br)ccc2O)cc1 (centres undefined)	-79*	-12%	2%	1%	5%	-31%
C=CCOc1ccn(C)c(=O)n1	-12	0%	6%	3%	-3%	-15%
Cc1cc(NS(=O)(=O)c2ccc(NC(=O)/C=C/c3ccccc3)cc2)no1	-15	u	-1%	0%	-9%	-36%
CCCOc1ccc(S(=O)(=O)N2CCCC2)cc1[N+](=O)[O-]	-14	0%	1%	7%	4%	-13%
CN(Cc1ccccc1)C(=O)c1ccc2c(c1)OCCO2	42	u	0%	5%	-9%	2%
COc1ccc(C)cc1S(=O)(=O)Nc1ccc(F)c(Cl)c1	-11	-3%	23%	4%	-4%	22%
O=C(c1ccco1)N1CCCSC1=Nc1ccccc1	-23	-5%	1%	-16%	0%	-2%
COc1cccc(/C=N/Nc2nc(N3CCCC3)nc(N3CCCC3)n2)c1O	-35	u	-4%	0%	9%	-19%
CCCCCCOC(=O)C[N+](C)(C)CCOC1CC2CCC1(C)C2(C)C (centres undefined)	-19	-5%	4%	48%[activator]	-12%	u
COc1ccc(CNC(=O)c2cc3c(=O)n4cccc(C)c4nc3s2)cc1	20	2%	x	x	-5%	x
Cc1nc(N2CCN(c3ccccc3)CC2)nc2c1C(=O)CC(c1ccccc1)C2 (centres undefined)	10	u	3%	-11%	2%	-41%
FC(F)(F)c1ccc(Oc2ccc3c(C(F)(F)F)cc(C(F)(F)F)nc3n2)cc1	-32	u	2%	-7%	15%	-11%
Cc1ccc(OCC(=O)NC2CCSc3ccccc32)cc1 (centres undefined)	-23	-15%	x	-3%	-1%	-11%
COc1cccc(CNS(=O)(=O)c2cc(Br)cc3c2N(C(C)=O)C(C)C3)c1 (centres undefined)	-10&-7	5%&0%	-8%	-3%	0%&2%	-12%
CC(C)NC(=O)NC(=O)COc1c(F)c(F)cc(F)c1F	32	-9%	4%	-6%	16%	-13%

Next entries follow:
compound	HCMV antiviral	AmpC detergent	Giardia FBPA inh	AMA1 RON2 block	Sm TGR block	AmpC inh no detg
O=C(O)C1CCC(CN(Cc2cccc(Br)c2)C(=S)Nc2ccccc2F)CC1 (centres undefined)	5	1%	7%	63%[activator]	-12%	-21%
Cc1cc(C)nc(SCNC(=O)c2ccc(Cl)cc2)n1	-21	u	-14%	93%[activator]	u	-7%
Cc1nc(NC(=O)CSc2nnc(-c3ccc4c(c3)OCO4)o2)c(Cl)cc1Cl	-5	2%	1%	18%[11.6 µM]	2%	-50%
N#Cc1c(N)n[nH]c1CCCN	-16	4%	7%	4%	-6%	-16%
O=C(Nc1ccc(Cl)cc1C(F)(F)F)c1ccc(Cl)cc1	36	-3%	5%	-8%	3%	-30%
O=C(NCC1CCCO1)c1ccccc1NS(=O)(=O)c1ccc(F)cc1 (centres undefined)	0	-15%	x	8%[11.6 µM]	-12%	-12%
C=CCC1CCC/C(=N\NS(=O)(=O)c2ccc(C)cc2)C1 (centres undefined)	-17	-2%	x	26%	-31%	-31%
CN(C(=O)c1cc2c(=O)n3ccccc3nc2n1C)C1CCCCC1	75	9%	x	-4%	-4%	51%
CC(=O)C1=C(C)NC(=O)NC1c1ccc(OC2CCCC2)cc1 (centres undefined)	-21	-1%	9%	2%	-5%	-20%
CCc1nonc1NC(=O)COc1cc(C)c(Cl)c(C)c1	u	8%	x	-4%	-5%	-35%
O=C(NC1CCN(Cc2ccccc2)CC1)c1cccc(S(=O)(=O)Nc2ccc(F)cc2)c1	-77*	-11%	x	18%	-23%	-1%
CN1CCN(CCCCC(=O)c2ccccc2)CC1	u	u	-7%	4%	0%	-26%
Cn1c(O)c(N=NC(=N)N)c2ccccc21	11	-4%	-3%	-9%	18%	-11%
CN(C)CCCN(C(=O)c1ccc2c(c1)OCCO2)c1nc2ccc(Cl)cc2s1	-10	-10%	x	x	-10%	140%[activator]
O=C(N/N=C/c1cccnc1)c1ccccc1OCc1ccc(Cl)cc1	x	-2%	-18%	x	2%	-3%
CCCc1cc(=O)[nH]c(SCCCCN2C(=O)c3ccccc3C2=O)n1	24	-8%	-11%	5%	9%	-25%
O=C(CSc1nnc(-c2ccco2)n1-c1ccccc1)NCCc1ccccc1	-31	-18%	9%	-2%	-23%	-4%
C=CCn1c(SCC(=O)Nc2ccccc2F)nc2ccccc2c1=O	u	6%	11%	3%	79µM*	-24%
O=C(CS(=O)CC(=O)N(c1ccccc1)C(C(=O)NC1CCCC1)c1cccs1)Nc1ccc(F)cc1 (centres undefined)	29	2%	2%	-17%	-8%	u
CCCCC12CN3CC(C)(CN(C1)C3c1ccc([N+](=O)[O-])o1)C2=O (centres undefined)	-6	-3%	1%	-4%	u	-24%
O=C(COc1ccc(Br)cc1)NCc1ccccn1	-31	u	0%	40%	8%	-9%
Nc1cc(-c2ccc(Cl)cc2)nn1S(=O)(=O)c1cccc2nsnc12	26	-15%	-4%	-26%	10%	22µM*
CCOc1ccc(C(=O)CCC(=O)NCC(=O)OCc2ccccc2)cc1OCC	-39	-9%	-5%	-12%	-1%	22%
CC(C(=O)NN)c1ccc([N+](=O)[O-])cc1 (centres undefined)	-25	-2%	2%	48%[activator]	-8%	-25%
Cc1onc(C(=O)Nc2ccc3c(c2)OCO3)c1[N+](=O)[O-]	x	-5%	x	19%	-12%	-47%

Further records follow.
compound	HCMV antiviral	AmpC detergent	Giardia FBPA inh	AMA1 RON2 block	Sm TGR block	AmpC inh no detg
O=C(CN1CCN(Cc2ccc(Cl)cc2)CC1)N/N=C/c1ccncc1	2	0%	6%	29%	-2%	-21%
c1ccc(-n2nnc3ccccc32)nc1	-4	u	4%	3%	0%	-1%
CC1C(=O)N2CCCc3cc(NC(=O)C(=O)NCCc4ccc(F)cc4)cc1c32 (centres undefined)	24	-17%	x	8%	8%	u
Cc1ccc(CC2CC(=O)N(c3cc(C)ccc3C)C2=O)cc1 (centres undefined)	18	-1%	-2%	4%	-8%	16%
CCn1cc(C(=O)NCCCN2CC(C)CC(C)C2)c(=O)c2cc(S(=O)(=O)N(C)C3CCCCC3)ccc21 (centres undefined)	1	-1%	25%	-3%	-16%	52%
CSc1ccc(CCNC(=O)CCc2c(C)nc3ncnn3c2C)cc1	10	21%	x	x	8%	x
O=C(NNc1cccc([N+](=O)[O-])c1)/C(=C\c1cccnc1)NC(=O)c1ccccc1	-3	-5%	0%	-5%	u	-4%
Cc1cc2cc(CNC(=O)Nc3ccc(Cl)c(Cl)c3)ccc2n1C	-5	5%	-5%	-4%	10%	-59%
CCc1ccc(C2=NNC(=Nc3c(C)n(C)n(-c4ccccc4)c3=O)SC2)cc1	-11	-6%	-11%	9%	-8%	-25%
CC1CCCN(C(=O)C2CCN(S(=O)(=O)c3ccccc3)CC2)C1 (centres undefined)	u	x	x	12%	x	-1%
Cc1cn2c(=O)cc(COc3cccc(NC(=O)c4ccccc4Cl)c3)nc2s1	5	-6%	x	x	-8%	x
COc1ccccc1NC(=O)c1cn(C)c(=O)c2cc(OC)c(OC)cc12	6	-13%	-5%	13%	1%	95%[activator]

As a short view, part of the list above:
compound	HCMV antiviral	AmpC detergent	Giardia FBPA inh	AMA1 RON2 block	Sm TGR block	AmpC inh no detg
Cc1onc(C(=O)Nc2ccc3c(c2)OCO3)c1[N+](=O)[O-]	x	-5%	x	19%	-12%	-47%
O=C(CN1CCN(Cc2ccc(Cl)cc2)CC1)N/N=C/c1ccncc1	2	0%	6%	29%	-2%	-21%
c1ccc(-n2nnc3ccccc32)nc1	-4	u	4%	3%	0%	-1%
CC1C(=O)N2CCCc3cc(NC(=O)C(=O)NCCc4ccc(F)cc4)cc1c32 (centres undefined)	24	-17%	x	8%	8%	u
Cc1ccc(CC2CC(=O)N(c3cc(C)ccc3C)C2=O)cc1 (centres undefined)	18	-1%	-2%	4%	-8%	16%
CCn1cc(C(=O)NCCCN2CC(C)CC(C)C2)c(=O)c2cc(S(=O)(=O)N(C)C3CCCCC3)ccc21 (centres undefined)	1	-1%	25%	-3%	-16%	52%
CSc1ccc(CCNC(=O)CCc2c(C)nc3ncnn3c2C)cc1	10	21%	x	x	8%	x
O=C(NNc1cccc([N+](=O)[O-])c1)/C(=C\c1cccnc1)NC(=O)c1ccccc1	-3	-5%	0%	-5%	u	-4%
Cc1cc2cc(CNC(=O)Nc3ccc(Cl)c(Cl)c3)ccc2n1C	-5	5%	-5%	-4%	10%	-59%
CCc1ccc(C2=NNC(=Nc3c(C)n(C)n(-c4ccccc4)c3=O)SC2)cc1	-11	-6%	-11%	9%	-8%	-25%

From PubChem BioAssay
